# PhoP GFP inhibition = PhoP regulon inhibitors, Salmonella typhi PhoP promoter GFP reporter, confirmatory (AID 1850); Salmonella Typhi PhoP-promoter GFP reporter, fluorescence, 4 h; higher % means a stronger effect; one-dose inhibition, % at 50 µM; IC50 in µM for titrated hits; 0.33% of 310,000 active; in the data active = a potency from the dose series; inconclusive = inhibition mostly from about 25% at the one dose, without a potency; inactive = the rest, 99 in 100 with inhibition below about 19%;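 note: 0% = induced wells with vehicle and 100% = uninduced wells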
# M. tuberculosis HTS = M. tuberculosis growth inhibition, HTS (AID 449762). M. tuberculosis H37Rv growth inhibition, 7H9 media; higher % means a stronger effect. one-dose inhibition, % at 25 µM; IC50 in µM for titrated hits. 0.59% of 330,000 active; in the data active = a potency from the dose series; inconclusive = inhibition above about 70% without an active follow-up result;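 note: bacterial growth assessed after seven days of incubation; strong numbers were not always called active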
# inhibitors of VEEV = inhibitors of VEEV TC-83 cytopathic effect, confirmation, Vero cells (AID 588727). Vero cells, VEEV TC-83 cytopathic effect inhibition; higher % means a stronger effect. one-dose inhibition, % at 20 µM; IC50 in µM for titrated hits. 0.13% of 350,000 active; in the data active = a potency from the dose series; inconclusive = inhibition mostly from about 14% at the one dose, without a potency; inactive = the rest, 99 in 100 with inhibition below about 12%; note: strong numbers were not always called active
# tuberculosis growth = growth inhibition of non-replicating M. tuberculosis (AID 488890). Mycobacterium tuberculosis non-replicating, growth inhibition; higher % means a stronger effect. inhibition, % at 25 µM; hits with a dose series show IC50 in µM. 0.39% of 320,000 active; in the data active = a potency from the dose series; inconclusive = inhibition mostly from about 82% at the one dose, without a potency; inactive = the rest, 99 in 100 with inhibition below about 76%;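 note: plate controls were DMSO cells for no effect and high antibiotic wells for full effect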
# H1N1 NS1A inhibition = NS1A inhibition, H1N1 influenza, cell based functional assay (AID 504329). NS1A functional cell-based assay, percent inhibition; higher % means a stronger effect. inhibition, % at 12.5 µM, or IC50 in µM where a hit was titrated. 0.3% of 340,000 active; in the data active = a potency from the dose series; inconclusive = inhibition above about 27% without an active follow-up result; note: strong numbers were not always called active
# inhibitors of VEEV 10K pilot screen = recorded beside inhibitors of VEEV, whose call it bears; inhibition, %; measured here: 10K pilot screen inhibition
# Starred values were filed as active, the others as inactive; i = inactive; ? = inconclusive; . = not tested or not shown.
SMILES,PhoP GFP inhibition,M. tuberculosis HTS,inhibitors of VEEV,tuberculosis growth,H1N1 NS1A inhibition,others
CN1CN(C)C(c2ccncc2)=C1c1ccncc1,-9.3%,-1.6%,i,0.1%,2.0%,
COc1ccc(N2CCN(C(=O)CCS(=O)(=O)c3ccc4c(c3)NC(=O)C(C)S4)CC2)cc1 (centres undefined),3.6%,6.2%,1.0%,-4.3%,0.7%,
O=C(COC(=O)CCC1CCCC1)Nc1cc(S(=O)(=O)N2CCOCC2)ccc1Cl,.,.,1.9%,.,-10.0%,
Cn1c(SCC(=O)Nc2ccc(NC(=O)c3ccccc3)cc2)nnc1-c1ccncc1,-1.0%,4.9%,1.1%,-4.7%,-1.7%,
CN(C)c1nc(-c2ccccc2)cc(C(F)(F)F)c1C#N,-27.0%,7.9%,5.5%,-3.7%,-54.6%,
C[C@H](CO)N1C[C@H](C)[C@@H](CN(C)S(=O)(=O)c2cccs2)Oc2ccc(NC(=O)Nc3ccccc3)cc2C1=O,.,-4.7%,3.6%,33.2%,-12.0%,
COc1ccc(CCNCc2c(-c3ccccc3)n(C)c3ccccc23)cc1,-3.1%,31.9%,3.3%,?,6.3%,
COc1cc(OC)cc(-c2c(-c3cccs3)c3cc(-c4ccc5cc[nH]c5c4)ccc3n2C)c1,.,-2.1%,2.0%,-1.4%,5.0%,inhibitors of VEEV 10K pilot screen=1.6
O=C(CSc1nnc(CNc2ccc(Cl)cc2)n1Cc1ccccc1)NCc1ccco1,-1.6%,-9.6%,5.4%,11.3%,17.7%,
CCCCOc1ccc(Cl)cc1CSc1nncn1N,-0.3%,-2.5%,i,-5.1%,-1.7%,
CC1CCCN(C(=O)COc2ccc3c(c2)OCO3)C1 (centres undefined),22.3%,3.3%,3.2%,60.7%,-4.6%,
CC(C)(C)NC(=O)C(c1ccc(O)cc1)N(C(=O)CCC(=O)Nc1nccs1)c1ccc(F)cc1 (centres undefined),6.3%,1.1%,2.2%,9.6%,-0.3%,
N#CC1(NC(=O)COc2ccc3oc4ccccc4c3c2)CCCCC1,-0.5%,26.5%,0.5%,-15.9%,-11.7%,
CCC(C)(C)c1ccc(OC(=O)c2cccnc2Cl)cc1,3.2%,3.8%,0.7%,?,-6.3%,
Nc1ccc(CCN2CCN(c3cccc(C(F)(F)F)c3)CC2)cc1,7.4%,7.3%,2.7%,11.9%,9.9%,
Cc1cc(NS(=O)(=O)c2ccc(NS(=O)(=O)c3ccc(Br)cc3)cc2)no1,6.7%,-2.2%,3.5%,28.5%,0.2%,
CCCCCN=C(C)c1c(O)c2ccccc2oc1=O,5.8%,13.3%,1.3%,65.2%,-12.2%,
CC1CCN(CCCNC(=O)CN2C(=O)CSc3ccc(S(=O)(=O)N4CCC(C)CC4)cc32)CC1,-21.4%,3.0%,0.1%,10.6%,9.6%,
Cc1cc(C(=O)CN2C(=O)c3ccccc3C2=O)c(C)n1C1CC1,-6.1%,1.4%,1.4%,14.2%,0.4%,
Cc1nn(Cc2ccccc2Cl)c(Cl)c1C(=O)OC(C(=O)NC(N)=O)C(C)C (centres undefined),0.1%,-2.7%,1.0%,1.1%,-4.0%,
CCOc1ccc(/C=N/NC(=O)NC23CC4CC(CC(C4)C2)C3)cc1O,4.9%,50.9%,9.7%,41.1%,4.2%,
CC(=O)Nc1ccc(SCC(=O)OCC(=O)NC(=O)NCCC(C)C)cc1,7.0%,-1.8%,0.2%,-8.6%,3.2%,
Cc1[nH][nH]c(=O)c1C(c1c(C)[nH][nH]c1=O)c1cn(Cc2cccc3ccccc23)c2ccccc12,-10.2%,64.0%,4.0%,21.1%,19.3%,
O=C(O)c1ccccc1C=NN1CCCCCC1,.,.,?,.,0.9%,
Cc1cccc(-n2c(-c3csc4ccccc34)n[nH]c2=S)c1,-8.2%,2.9%,2.0%,-28.8%,4.3%,
O=C1NC(NS(=O)(=O)c2ccccc2)(C(F)(F)F)C(=O)N1c1ccc(F)cc1 (centres undefined),-6.2%,2.7%,0.4%,23.3%,-2.6%,
CN(Cc1ccc(Cl)cc1)C(=O)c1ccc2ccccc2n1,7.9%,1.7%,i,33.9%,5.3%,
COC(=O)c1sccc1NC(=O)c1cc(-c2cccc(C)c2)nc2ccccc12,-6.3%,41.5%,4.7%,-11.3%,1.1%,
COc1cc(/C=C2\N=C(c3ccccc3)OC2=O)ccc1OC(C)=O,3.7%,10.8%,0.9%,?,-0.9%,
CCOC(=O)c1sc(NC(=O)CSc2nc3c(cc2C#N)CCCCC3)c(C#N)c1C,-3.4%,-8.7%,i,-21.1%,0.3%,

# Ordered by SMILES length (descending): 16 of the compounds above.
SMILES,PhoP GFP inhibition,M. tuberculosis HTS,inhibitors of VEEV,tuberculosis growth,H1N1 NS1A inhibition,others
Cc1[nH][nH]c(=O)c1C(c1c(C)[nH][nH]c1=O)c1cn(Cc2cccc3ccccc23)c2ccccc12,-10.2%,64.0%,4.0%,21.1%,19.3%,
CC(C)(C)NC(=O)C(c1ccc(O)cc1)N(C(=O)CCC(=O)Nc1nccs1)c1ccc(F)cc1 (centres undefined),6.3%,1.1%,2.2%,9.6%,-0.3%,
CC1CCN(CCCNC(=O)CN2C(=O)CSc3ccc(S(=O)(=O)N4CCC(C)CC4)cc32)CC1,-21.4%,3.0%,0.1%,10.6%,9.6%,
O=C1NC(NS(=O)(=O)c2ccccc2)(C(F)(F)F)C(=O)N1c1ccc(F)cc1 (centres undefined),-6.2%,2.7%,0.4%,23.3%,-2.6%,
Cc1cc(NS(=O)(=O)c2ccc(NS(=O)(=O)c3ccc(Br)cc3)cc2)no1,6.7%,-2.2%,3.5%,28.5%,0.2%,
Cc1nn(Cc2ccccc2Cl)c(Cl)c1C(=O)OC(C(=O)NC(N)=O)C(C)C (centres undefined),0.1%,-2.7%,1.0%,1.1%,-4.0%,
COC(=O)c1sccc1NC(=O)c1cc(-c2cccc(C)c2)nc2ccccc12,-6.3%,41.5%,4.7%,-11.3%,1.1%,
CCOc1ccc(/C=N/NC(=O)NC23CC4CC(CC(C4)C2)C3)cc1O,4.9%,50.9%,9.7%,41.1%,4.2%,
CC(=O)Nc1ccc(SCC(=O)OCC(=O)NC(=O)NCCC(C)C)cc1,7.0%,-1.8%,0.2%,-8.6%,3.2%,
Cc1cc(C(=O)CN2C(=O)c3ccccc3C2=O)c(C)n1C1CC1,-6.1%,1.4%,1.4%,14.2%,0.4%,
Nc1ccc(CCN2CCN(c3cccc(C(F)(F)F)c3)CC2)cc1,7.4%,7.3%,2.7%,11.9%,9.9%,
Cc1cccc(-n2c(-c3csc4ccccc34)n[nH]c2=S)c1,-8.2%,2.9%,2.0%,-28.8%,4.3%,
CN(Cc1ccc(Cl)cc1)C(=O)c1ccc2ccccc2n1,7.9%,1.7%,i,33.9%,5.3%,
CCC(C)(C)c1ccc(OC(=O)c2cccnc2Cl)cc1,3.2%,3.8%,0.7%,?,-6.3%,
CCCCCN=C(C)c1c(O)c2ccccc2oc1=O,5.8%,13.3%,1.3%,65.2%,-12.2%,
O=C(O)c1ccccc1C=NN1CCCCCC1,.,.,?,.,0.9%,

# Additional entries follow:
SMILES,PhoP GFP inhibition,M. tuberculosis HTS,inhibitors of VEEV,tuberculosis growth,H1N1 NS1A inhibition,others
Cc1ccccc1NC(=O)c1ccc(CN(c2ccccc2)S(=O)(=O)c2ccccc2)cc1,-2.5%,-2.6%,0.1%,12.0%,4.6%,
CCOc1ccc(OCC)c(NS(=O)(=O)c2cccc3nsnc23)c1,-4.0%,-0.8%,4.9%,-6.2%,15.9%,
O=C(CC1Nc2ccccc2NC1=O)Nc1ccccc1 (centres undefined),-2.4%,-9.8%,7.2%,-0.9%,2.5%,
CSc1nnc(-c2ccc(S(=O)(=O)N3CCCCC3)cc2)o1,-24.9%,-6.9%,0.1%,44.6%,0.6%,
CCOC(=O)c1c(NC(C)=O)sc2c(O)c(Br)cc(Br)c12,-4.7%,4.5%,0.7%,18.8%,-1.1%,
c1ccc(Cc2nn3c(C4COc5ccccc5O4)nnc3s2)cc1 (centres undefined),7.7%,2.5%,0.6%,48.0%,-4.0%,

# Quoted at random: 2 records from the list, in no set order.
SMILES,PhoP GFP inhibition,M. tuberculosis HTS,inhibitors of VEEV,tuberculosis growth,H1N1 NS1A inhibition,others
COc1ccc(N2CCN(C(=O)CCS(=O)(=O)c3ccc4c(c3)NC(=O)C(C)S4)CC2)cc1 (centres undefined),3.6%,6.2%,1.0%,-4.3%,0.7%,
CC1CCN(CCCNC(=O)CN2C(=O)CSc3ccc(S(=O)(=O)N4CCC(C)CC4)cc32)CC1,-21.4%,3.0%,0.1%,10.6%,9.6%,

# Bioassay records: PubChem, Southern Research Specialized Biocontainment Screening Center
